GAA spleen mod: qHTS Assay for Inhibitors and Activators of Human alpha-Glucosidase From Spleen Homogenate. Lysosomal alpha-glucosidase (Homo sapiens), P10253. human spleen homogenate, 4-MU-alpha-glucoside fluorescence. Potency, µM (doses to about 79.9 µM), inactives show at the top dose activity change, negative = inhibition, most hits filed as inhibitors. actives 0.006% (n = 240,000);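 also: 0% = enzyme with vehicle and -100% = no enzyme basal signal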
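Enzyme source: human spleen homogenate, 1 ug/well. Buffer 50 mM citric acid/K phosphate pH 5.0, 0.01% Tween-20. 4-MU-alpha-glucoside 1 mM; 37 C x 40 min; NaOH/glycine stop; fluorescence.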
JMJD2E inh: qHTS Assay for Inhibitors of Human Jumonji Domain Containing 2E (JMJD2E); Lysine-specific demethylase 4E (Homo sapiens), B2RXH2; JMJD2E catalytic domain, FDH-coupled NADH fluorescence (FDH is formaldehyde dehydrogenase); Potency, µM (titrated, usually from 57.1 µM), for the others: top-dose activity change, negative = inhibition, actives largely listed as inhibitors; actives 1.6% (n = 230,000); AID 2147, 2009; active = well fitted inhibition curve with a large enough effect, not every such curve was filed as active; inconclusive = small, poorly fitted or top-dose-only effect, or another doubt; inactive = no such curve, though single readings can be large or run the other way;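 also: 0% = wells with enzyme and -100% = buffer wells without enzyme; nearly all actives have a fitted effect of over 50% in size; many of its hits are not listed in these tables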
Target sequence (B2RXH2 1-337 limits assumed): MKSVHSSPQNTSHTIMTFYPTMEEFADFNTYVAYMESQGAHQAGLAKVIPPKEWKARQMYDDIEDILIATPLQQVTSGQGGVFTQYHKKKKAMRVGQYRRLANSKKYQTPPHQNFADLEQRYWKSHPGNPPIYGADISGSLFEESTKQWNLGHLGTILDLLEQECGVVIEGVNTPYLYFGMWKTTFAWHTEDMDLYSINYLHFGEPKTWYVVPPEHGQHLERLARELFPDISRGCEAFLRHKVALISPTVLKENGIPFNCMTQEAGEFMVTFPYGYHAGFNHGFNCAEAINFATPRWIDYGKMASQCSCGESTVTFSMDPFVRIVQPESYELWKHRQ
GLA spleen mod: qHTS Assay for Inhibitors and Activators of Human alpha-Galactosidase From Spleen Homogenate; Alpha-galactosidase A (Homo sapiens), P06280; human spleen homogenate, 4MU-alpha-Gal fluorescence, 40 min; actives 0.008% (n = 240,000); AID 2107, 2009; Potency, µM (doses to about 80 µM), for inactives: top-dose activity change, negative = inhibition, most hits filed as inhibitors;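 also: 0% = enzyme with vehicle and -100% = no enzyme basal signal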
Target sequence (P06280 32-429 limits assumed): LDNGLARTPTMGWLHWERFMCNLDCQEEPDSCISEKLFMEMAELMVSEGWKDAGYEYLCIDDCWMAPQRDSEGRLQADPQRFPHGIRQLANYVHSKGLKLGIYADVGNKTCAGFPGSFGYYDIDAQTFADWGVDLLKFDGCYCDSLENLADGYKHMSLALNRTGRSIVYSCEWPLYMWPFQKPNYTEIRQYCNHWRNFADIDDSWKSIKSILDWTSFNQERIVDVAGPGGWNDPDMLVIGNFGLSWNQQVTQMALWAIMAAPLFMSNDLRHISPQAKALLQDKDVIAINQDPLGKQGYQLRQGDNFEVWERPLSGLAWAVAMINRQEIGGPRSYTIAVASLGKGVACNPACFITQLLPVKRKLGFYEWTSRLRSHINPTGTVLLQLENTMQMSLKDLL
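Spleen homogenate 1 ug + cpd (titration) + 4-MU-alpha-D-galactopyranoside 1 mM; 37C 40 min; 50 mM citrate/phosphate pH 5.0, 0.01% Tween-20; stop pH 10; fluorescence 365/440; AC50 via Hill.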
GAA glycogen mod: qHTS Assay for Inhibitors and Activators of Human alpha-Glucosidase Cleavage of Glycogen | recombinant GAA, glycogen substrate, Amplex Red glucose oxidase fluorescence | actives 0.38% (n = 300,000) | Lysosomal alpha-glucosidase (Homo sapiens), P10253 | Potency, µM (series often up to 76.4 µM), without a hit: at the highest dose activity change, negative = inhibition, usual class: inhibitors;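 also: 0% = full enzyme reaction and -100% = no-enzyme basal signal; the screen sought inhibitors and activators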
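Recombinant enzyme (4 nM final) with compounds titrated up to 77 uM and bovine liver glycogen (30 ug) in citrate pH 5.0, 0.01% Tween-20, 37 C 40 min. Released glucose detected by Amplex Red/glucose oxidase (Ex 573/Em 610); AC50 from Hill fits.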
GAA inhib: qHTS Assay for Inhibitors of Human alpha-Glucosidase as a Potential Chaperone Treatment of Pompe Disease. Lysosomal alpha-glucosidase (Homo sapiens), P10253. purified human GAA, 4-MU-alpha-glucoside fluorescence. Potency, µM (doses to about 76.9 µM), without a hit: at the top dose activity change, negative = inhibition, hits mostly inhibitors. actives 0.005% (n = 200,000). AID 1466, 2008;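 also: plate controls were uninhibited enzyme wells for no effect and no-enzyme background for full effect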
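Endpoint fluorogenic read: 20 min room-temperature reaction of 4 nM human alpha-glucosidase with 400 uM 4-methylumbelliferyl-alpha-D-pyranoside, pH 5.0, quenched with 1M NaOH/1M glycine pH 10. AC50 from Hill modeling.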
ALDH1A1 block: qHTS Assay for Inhibitors of Aldehyde Dehydrogenase 1 (ALDH1A1); Purified ALDH1A1, NADH fluorescence, propionaldehyde substrate; Potency, µM (series often up to 75.3 µM), for the others: at the top dose activity, negative = inhibition, most hits filed as inhibitors; actives 7.3% (n = 220,000); active = well fitted inhibition curve with a large enough effect, not every such curve was filed as active; inconclusive = small, poorly fitted or top-dose-only effect, or another doubt; inactive = no such curve, though single readings can be large or run the other way;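 also: plate controls were no enzyme wells and a reference inhibitor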
SMN2 splice enh: qHTS Assay for Enhancers of SMN2 Splice Variant Expression. HEK293 SMN2-luciferase splicing reporter, luminescence, 30-36 h. Potency, µM (highest dose often 46.1 µM), for the others: at the highest dose activity change, positive = activation, hits mostly activators. actives 2.8% (n = 210,000). AID 1458, 2008; also: % of control where 0% means no effect; nearly all actives have a fitted effect of over 55% in size
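qHTS luciferase splicing reporter: luminescence rises when SMN2 exon 7 is included in transfected HEK293 cells. Compound exposure lasted 30-36 h at 37C, with 4.5 mM final sodium butyrate as control, followed by a ONE-Glo read.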
RGS12 GoLoco inh: qHTS Assay for Inhibitors of RGS12 GoLoco Motif Activity (Red Fluorophore); Guanine nucleotide-binding protein G(i) subunit alpha-1 (Homo sapiens), P63096; actives 0.44% (n = 230,000); AID 880, 2007; Potency, µM (highest dose often 61.6 µM), without a hit: at the highest dose activity, negative = inhibition, actives largely listed as inhibitors; Gai1:RGS12 GoLoco peptide FP, rhodamine, 10 min; active = well fitted inhibition curve with a large enough effect, not every such curve was filed as active; inactive = no such curve, though single readings can be large or run the other way; also: % is scaled to controls: 0 for no effect and ±100 for the full control effect; nearly all actives have a fitted effect of over 30% in size; many of its hits are not listed in these tables
Target sequence (P63096 whole entry, looked up): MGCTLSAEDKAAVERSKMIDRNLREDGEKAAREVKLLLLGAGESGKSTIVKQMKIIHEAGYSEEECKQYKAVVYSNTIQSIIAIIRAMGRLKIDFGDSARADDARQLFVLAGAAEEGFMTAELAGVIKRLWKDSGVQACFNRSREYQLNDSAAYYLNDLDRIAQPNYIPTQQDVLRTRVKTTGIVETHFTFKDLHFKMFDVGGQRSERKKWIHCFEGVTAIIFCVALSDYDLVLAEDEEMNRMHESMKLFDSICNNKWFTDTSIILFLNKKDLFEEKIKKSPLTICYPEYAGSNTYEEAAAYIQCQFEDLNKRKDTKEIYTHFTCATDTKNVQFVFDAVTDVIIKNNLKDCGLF
An asterisk follows results filed as active; ? = inconclusive; . = not tested or not shown; & = joins results of further samples; [ ] = dose if it differs, or a comment. Unless noted, calls follow the shape of the dose curve; as a rule, active = well fitted curve in the direction sought with a large enough effect; inconclusive = small, poorly fitted or top-dose-only effect, or another doubt; inactive = no such curve, though single readings can be large; an effect the other way counts as inactive or inconclusive. Potency is read from the fitted curve at half-maximal effect. Some of the compounds tested. The share of hits here may be higher or lower than overall.

SMILES	GAA spleen mod	JMJD2E inh	GLA spleen mod	GAA glycogen mod	GAA inhib	ALDH1A1 block	SMN2 splice enh	RGS12 GoLoco inh
Cc1ccnc(NC(=O)COc2ccc3oc4c(c3c2)CCCC4)c1	-3%	-3%	5%	-3%	-1%	?	-21%	4%
COC(=O)c1nn(-c2ccccc2)c2nnc(Cc3ccc(C)cc3)c(=O)n12	2%	-6%	-2%	-10%	-9%	-25%	.	0%
Oc1oc(C=Nc2ccc(F)cc2F)c2ccccc12	-5%	-1%	-6%	-4%	0%	?	25%	-7%
CC(C)C(=O)NS(=O)(=O)c1ccc(N)cc1	3%	3%	7%	-3%	-1%	?	-20%	5%
O=C(COC(=O)Cc1ccccc1[N+](=O)[O-])NCC1CCCCC1	0%	6%	4%	4%	-9%	-15%	9%	4%
O=C(COC(=O)c1ccc(Br)o1)NCCc1ccccc1	-2%	-2%	3%	8%	-3%	4%	11%	3%
N#Cc1ccc(C(=O)Nc2ccc(N3CCN(C(=O)c4ccco4)CC3)cc2)c(F)c1	-5%	0%	0%	-7%	7%	-13%	.	0%
Nc1cc(Cl)ccc1C(=O)OCC(=O)NC1CCCCC1	4%	?	0%	7%	6%	?	0%	2%
C[N+]1(C)CCC[C@H]1C(=O)[O-]	-8%	-6%[25.5 µM]	-2%	.	.	6%[20.9 µM]	-2%[20.6 µM]	11%[21.6 µM]
Cc1ccc(NC(=O)CN(c2ccccc2F)S(C)(=O)=O)cc1	-5%	3%	-5%	-2%	-1%	5%	24%	6%
CCCCn1c(SCC(=O)NCc2ccco2)nnc1-c1ccco1	-3%	-5%	-4%	10%	-8%	20µM*	-1%	10%
O=C(CCN1C(=O)c2ccccc2C1=O)Nc1ccccn1	-7%	?	-3%	-9%	-6%	-14%	13%	-3%
COc1ccc(N2CCN(C(=O)c3ccncc3)CC2)cc1	-3%	-14%	-1%	?	-5%	?	-6%	1%
CSCCC(NC=C1C(=O)OC(C)(C)OC1=O)C(=O)O (stereo unspecified)	-9%	?	6%	4%	10%	?	9%	0%
Cn1c(=O)c2c(nc(SCCOc3ccc4ccc(=O)oc4c3)n2C)n(C)c1=O	-1%	-1%	4%	-4%	6%	-8%	9%	8%
COc1ccc(C)cc1NC(=O)C(OC(=O)c1cc(C)oc1C)c1ccccc1 (stereo unspecified)	4%	3%	-4%	-4%	-1%	-4%	4%	-1%
Cn1c(CN2CCOCC2)nnc1SCC(=O)Nc1nccs1	-1%	1%	3%	4%	-14%	5%	6%	6%
CC1CCCCC12NC(=O)N(CC(=O)NC(=O)Nc1ccc3c(c1)OCCO3)C2=O (stereo unspecified)	0%	2%	3%	-15%	-5%	-5%	13µM*	8%
CC(C)(C)C(=O)NC1(C(F)(F)F)N=C2SCCN2C1=O (stereo unspecified)	-1%	10%	-5%	3%	-6%	13%	-4%	-3%
COc1ccc(CNC2CC(=O)N(C)C2=O)cc1 (stereo unspecified)	-1%	0%	0%	6%	-5%	-5%	2%	-4%

Three structures from above, arranged by molar mass, low to high:
SMILES	GAA spleen mod	JMJD2E inh	GLA spleen mod	GAA glycogen mod	GAA inhib	ALDH1A1 block	SMN2 splice enh	RGS12 GoLoco inh
O=C(COC(=O)Cc1ccccc1[N+](=O)[O-])NCC1CCCCC1	0%	6%	4%	4%	-9%	-15%	9%	4%
COc1ccc(C)cc1NC(=O)C(OC(=O)c1cc(C)oc1C)c1ccccc1 (stereo unspecified)	4%	3%	-4%	-4%	-1%	-4%	4%	-1%
N#Cc1ccc(C(=O)Nc2ccc(N3CCN(C(=O)c4ccco4)CC3)cc2)c(F)c1	-5%	0%	0%	-7%	7%	-13%	.	0%

(continued)
SMILES	GAA spleen mod	JMJD2E inh	GLA spleen mod	GAA glycogen mod	GAA inhib	ALDH1A1 block	SMN2 splice enh	RGS12 GoLoco inh
O=C(Nc1nc2c(F)cc(F)cc2s1)C1CC(=O)N(Cc2ccco2)C1 (stereo unspecified)	5%	-29%	2%	3%	-10%	14µM*	.	-2%
O=C1NC(=Nc2ccc(Cl)cc2)/C(=C/c2ccco2)S1	3%	?	3%	2%	-4%	?	?	77%[activator]
CCOC(=O)C1CCN(C(=O)CN2C(=O)C(CC)Oc3ccccc32)CC1 (stereo unspecified)	0%	3%	7%	9%	-6%	1%	?	-1%
C=CCSc1nnc2nc3[nH]c4c(C)cccc4c3nn12	2%	-4%	0%	-15%	-2%	?	1%	34%[activator]
CC(NC(=O)Cn1nc(-c2ccccc2)ccc1=O)c1ccccc1 (stereo unspecified)	-8%	-18%	0%	2%	.	.	.	10%
COc1ccc(OCc2nc(C#N)c(NCCCn3ccnc3)o2)cc1	-4%	0%	-5%	3%	6%	5%	.	11%
COc1ccccc1N1CCN(C(=O)CN(C)S(=O)(=O)c2cc(C)ccc2OC)CC1	-3%	-23%	2%	-9%	?	4%	.	2%
CCC1(C)CC2(CCCN(CCC(O)(c3ccccc3)c3ccccc3)C2)CCO1 (stereo unspecified)	-4%	-8%	-5%	-1%	.	.	.	-6%
O=C(Nc1ccc(S(=O)(=O)Nc2nccs2)cc1)C1CCCCC1	5%	4%	7%	-4%	-3%	-4%	?	1%
CNc1nc(N2CCc3ccccc32)ncc1F	-1%	-19%	6%	-4%	-9%	?	?	7%
Cc1ccc(-c2noc(CCC(=O)Nc3cc(C)ccn3)n2)cc1	-5%	1%	2%	-8%	-5%	0%	0%	5%
CCCN(C(=O)Cn1ncc2c(=O)oc3ccccc3c21)c1cccc(C)c1	1%	-1%	10%	17%[76.3 µM]	4%	11µM*	-3%&3%	-5%
CCOC(=O)Nc1nc(C)c(C(=O)c2ccc(Cl)cc2)s1	-2%	-1%	-6%	-2%	-8%	2%	24%	-4%
O=C1CCc2ccc(NS(=O)(=O)c3ccc(F)cc3)cc2N1	-6%	?	-6%	10%	8%	-7%	?	-12%
Cc1ccc2c(Cl)cc(Cl)c(OCC(=O)Nc3cc(C)on3)c2n1	-19%	-4%	11%	0%	7%	0%	-2%	7%
COc1ccc(-n2cccc2C=O)cc1	-5%	0%	-1%	12%	7%	11µM*	-25%	6%
Cc1cc(C)c(S(=O)(=O)N2CCCOC2CNC(=O)C(=O)NCc2ccccn2)c(C)c1 (stereo unspecified)	9%	1%	11%	-1%	-1%	11%	11%	10%
CCn1c(=S)sc2c(=O)[nH]c(C)nc21	-3%	-1%	5%	0%	8%	-5%	-11%	6%
Fc1cccc(Cl)c1CSc1nnnn1-c1ccc2c(c1)OCO2	12%	-8%	12%	-6%	1%	14µM*	4%	4%
O=C(COC(=O)[C@@H]1CCCN1C(=O)c1cccs1)Nc1ccc(F)cc1[N+](=O)[O-]	4%	12%	3%	-11%	1%	-1%	10%	-1%
CCCNC(=O)c1cccc(COc2ccccc2OC)c1	-9%	2%	2%	-13%	2%	5%	14µM*	11%
S=C(NC1CCCC1)NC1CC1	-3%	0%	-18%	12%	-3%	6%	-1%	6%
COC(=O)c1ccccc1NC(=O)CSc1nnc(-c2cccnc2)n1N	-10%	12%	-3%	1%	2%	-14%	-2%	10%
CCn1c(Cc2ccccc2)nnc1SCC(=O)Nc1ccc2c(c1)OCO2	-1%	-2%	0%	6%	7%	-13%	-13%	2%
Cc1cnc(C(=O)OCC(=O)c2csc(N3CCCCC3)n2)cn1	-2%	2%	3%	1%	-2%	18µM*	42%	30%[activator]
CCc1ccc(NC(=O)c2c(C(=O)Nc3ccccc3)sc3nc(C)cc(=O)n23)cc1	7%	-4%	10%	3%	-2%	0.89µM*	-14%&1%	46%[activator]
O=C(Nc1ccc(O)c2c(=O)cc(-c3cccc(Cl)c3)oc12)c1ccccc1Cl	-5%	0%	1%	-3%	.	.	.	3%
COCCCNC(=O)Nc1ccc(F)cc1F	-2%	1%	5%	2%	1%	5%	-1%	4%
CCn1cc(C(=O)NCCC2=CCCCC2)c(=O)c2cc(S(=O)(=O)N(C)C)ccc21	1%	-11%	5%	-5%	?	?	-5%	9%
COc1cc(CNCC(C)C)c(Br)cc1OCC(=O)NCc1ccccc1	-8%	0%	-2%	-2%	?	11%	?	1%
Cc1ccc(-c2cc[n+](Cc3ccccc3)cc2)cc1	1%	?	-6%	2%	6%	?	.	12%
Cc1cc(C)n2nc(C(=O)NNC(=O)c3ccccc3)nc2n1	-12%	7%	-10%	-1%	-2%	-1%	8%	-7%
COC(=O)c1cc(Cl)c(NC(=O)c2cc3ccccc3o2)cc1OC	-13%	12%	13%	10%	4%	-10%	5%	-23%
Cc1ccc(NC(=O)COC(=O)CCc2nc3ccccc3c(=O)[nH]2)cc1Cl	1%	-3%	-23%	6%	4%	-1%	-14%	0%
CC1CN(C(=O)CSc2nc(-c3ccc(F)cc3)cs2)CC(C)O1 (stereo unspecified)	-9%	1%	-2%	1%	-8%	7%	-46%[inhibitor]	6%
O=C(NCc1ccco1)c1ccc2c(=O)n(Cc3ccco3)c(SCC(=O)N3CCCC3)nc2c1	-4%	-13%	1%	-3%	2%	?	-19%	6%
CCCn1nnnc1NCc1ccccc1OCc1cccs1	-7%	-9%	-8%	-1%	-5%	-8%	?	-1%
Cc1ccc(S(=O)(=O)NCC(=O)N2CCOCC2)cc1	7%	6%	8%	-4%	?	?	3%	1%
CC1CCCN(C(=O)CSc2nc3ccccc3o2)C1 (stereo unspecified)	-10%	-3%	-7%	-1%	3%	-4%	19%	3%
CC1(C)CC(=O)C(C=NCCN2CCNCC2)=C(O)C1	7%	2%	7%	-4%	-8%	-3%	-4%	20%
COc1ccc(OC)c(C2=NOC(C(=O)NCC3CCCO3)C2)c1 (stereo unspecified)	3%	-3%	3%	12%	-5%	?	7%	-30%

Bioassay records: PubChem BioAssay, National Center for Advancing Translational Sciences (NCATS)
